Source: PubChem BioAssay (several laboratories)
HTR2A ag = mouse Htr2a agonists via beta-arrestin recruitment, primary screen, cell-based, luminescence; CHO-K1 mHTR2A beta-arrestin complementation; percent of 30 µM serotonin response; 360,000 compounds, 0.66% hits; 5-hydroxytryptamine receptor 2A (Mus musculus), P35363; activation, % at 7.6 µM; AID 624169, 2012;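 active = activation above a run cutoff, the mean activation of all tested compounds plus 3 SD, cut at about 14% in these data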;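 also: 0% = plate median of compound wells and 100% = 30 µM serotonin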
Cardio protect = cardioprotection against H2O2-induced cell death, primary screen, uHTS, H9c2 cells, ATPLite luminescence; H9c2 cardiomyocytes, H2O2 injury protection, 2 h; protection from H2O2 cell death, % at 20 µM; 360,000 compounds, 0.63% hits; AID 588492, 2011;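 active = compounds giving at least 50% protection of heart cells from peroxide-induced death in the single-dose screen, raw or plate-pattern-corrected value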;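 also: 0% = DMSO wells with peroxide and 100% = DMSO wells without peroxide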
iPSC survival up = enhancers of single-cell hiPSC survival, primary screen, ATPlite luminescence; 100% = ROCK inhibitor wells, 0% = DMSO; survival enhancement, % at 20 µM; 360,000 compounds, 0.044% hits; in the data active = survival enhancement above about 18%;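 also: cells exposed to compounds for 16 hours before the ATP read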
MC4R antag cAMP = MC4R antagonists of cAMP signaling, primary screen, cell-based, TR-FRET, antagonist arm of biased-ligand search. MC4R-expressing cells, MTII-stimulated cAMP, LANCE TR-FRET. inhibition, % at 6.5 µM. 360,000 compounds, 0.48% hits;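 active = inhibition above its plate's cutoff, the mean of tested wells on that plate plus 3 SD, cut at about 29% in these data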;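 also: 0% = Melanotan II alone and 100% = Melanotan II plus saturating MCL0020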
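system = U2OS cells with stable human MC4R expression | also added = Melanotan II challenge after compound preincubation | dosing = one concentration, 6.5 µM nominal | incubation = compound 30 min, challenge 1 h, detection 1 h | measured by = TR-FRET with Eu-cAMP and labeled anti-cAMP, 671 nm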
ABCB6 inh 2 = ABCB6 transporter inhibitors, primary screen, K562-ABCB6 cells, flow cytometry, MLPCN library; fluorescence ratio to DMSO, % at 10 µM; 360,000 compounds, 0.19% hits; ATP-binding cassette sub-family B member 6 (Homo sapiens), Q9NP58; K562-ABCB6 porphyrin accumulation, 1 h; active compounds read low;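 active = fluorescence ratio to DMSO below 75%, the collection mean minus 3 SD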;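 also: signal is porphyrin accumulated inside mitochondria; 100% equals median channel fluorescence of DMSO control wells; lower ratio means ABCB6 inhibition with less porphyrin fluorescence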
Granule exo inh = LAMP-1 surface exposure blockers, TALL-104 cells – cell-based, flow cytometry, MLPCN library, primary screen; TALL-104 LAMP-1 surface exposure; cells stimulated with thapsigargin and PMA; inhibition, % at 10 µM; 360,000 compounds, 0.66% hits; AID 651702, 2012;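 active = inhibition above about 55%, limit read from the data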
Glyco luc inh = increase of ERlucT glycosylation luciferase signal, primary screen, N-linked glycosylation inhibitor project, D54 ERlucT cells, luminescence, set 2; D54 ERlucT glycosylation luciferase reporter, 24 h; percent of 100 nM tunicamycin response; reporter increase, % at 12.5 µM; 360,000 compounds, 0.23% hits;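 active = mean luciferase reporter signal, scaled so untreated is 0 and the glycosylation-blocking control 100, at or above a set limit in every replicate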;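 also: luciferase carries N-glycosylation sites so blocking glycosylation raises the light; 0% = median of neutral control wells and 100% = median of 100 nM tunicamycin wells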
MC4R ag barr = MC4R agonists recruiting beta-arrestin, primary screen, cell-based, luminescence, agonist arm of biased-ligand search. Melanocortin receptor 4 (Homo sapiens), P32245. 360,000 compounds, 0.98% hits. AID 540308, 2011. U2OS MC4R beta-arrestin complementation; percent of melanotan II response, DMSO zero. activation, % at 8.9 µM;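 active = activation above a per-plate cutoff, the mean activation of sample wells on that plate plus 3 SD, cut at about 8% in these data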
ABHD5 PLIN5 PPI = ABHD5-PLIN5 interaction inhibitors, primary screen, cell lysate, split luciferase complementation, luminescence. inhibition, % at 4 µM. Split G. princeps luciferase complementation, 4 h. 360,000 compounds, 0.78% hits. Perilipin-5 (Homo sapiens) + 1-acylglycerol-3-phosphate O-acyltransferase ABHD5 (Homo …. AID 602281, 2012;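 active = inhibition above the mean inhibition across every tested compound plus 3 SD, cut at about 22% in these data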;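 also: 0% = DMSO only wells and the 100% control is not disclosed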
Target sequence (Q00G26 whole entry, looked up): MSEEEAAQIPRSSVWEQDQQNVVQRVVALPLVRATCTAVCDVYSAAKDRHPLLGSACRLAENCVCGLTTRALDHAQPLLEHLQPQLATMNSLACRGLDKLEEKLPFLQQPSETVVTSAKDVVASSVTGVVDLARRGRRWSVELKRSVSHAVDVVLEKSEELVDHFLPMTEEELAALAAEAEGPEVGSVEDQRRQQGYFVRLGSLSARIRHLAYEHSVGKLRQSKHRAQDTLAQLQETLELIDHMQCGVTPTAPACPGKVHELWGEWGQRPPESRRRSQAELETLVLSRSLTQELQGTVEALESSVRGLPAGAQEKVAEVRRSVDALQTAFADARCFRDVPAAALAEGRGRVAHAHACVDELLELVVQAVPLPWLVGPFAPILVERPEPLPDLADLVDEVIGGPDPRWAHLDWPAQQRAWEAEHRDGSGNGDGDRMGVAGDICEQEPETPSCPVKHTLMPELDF
Target sequence (Q8WTS1 whole entry, looked up): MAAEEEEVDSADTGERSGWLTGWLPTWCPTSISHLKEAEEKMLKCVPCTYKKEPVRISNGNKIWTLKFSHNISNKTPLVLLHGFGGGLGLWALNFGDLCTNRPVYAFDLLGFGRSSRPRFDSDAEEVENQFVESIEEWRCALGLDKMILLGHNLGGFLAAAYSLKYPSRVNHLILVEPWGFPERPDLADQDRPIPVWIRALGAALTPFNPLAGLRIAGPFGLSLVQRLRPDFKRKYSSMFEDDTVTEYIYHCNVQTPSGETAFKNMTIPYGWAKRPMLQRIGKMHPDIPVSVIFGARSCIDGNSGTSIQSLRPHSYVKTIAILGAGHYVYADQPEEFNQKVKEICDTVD
aDG glyco up = activators of alpha-DG glycosylation, primary screen, uHTS, Pro5-aDG cells, AlphaScreen. alpha-DG glycosylation AlphaScreen (IIH6); 0% Pro5, 100% B10-LARGE cell signal. activation, % at 10 µM. 360,000 compounds, 0.22% hits;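 active = activation of at least 8% versus controls, or a plate z-score of at least 8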;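 also: Pro5 are CHO cells carrying HIG-tagged alpha-DG that lacks glycosylation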
An asterisk follows results filed as active; x = not tested or not shown.

SMILES | HTR2A ag | Cardio protect | iPSC survival up | MC4R antag cAMP | ABCB6 inh 2 | Granule exo inh | Glyco luc inh | MC4R ag barr | ABHD5 PLIN5 PPI | aDG glyco up
Cc1ccc(OCCCC(=O)Nc2ccc(S(=O)(=O)Nc3cc(C)nc(C)n3)cc2)cc1 | 0 | 3 | 2.1 | 13 | 97 | -3 | 0 | 0.2 | -2 | -0.1
O=C(NC(Cc1ccccc1)C(=O)O)/C(=C\c1ccc(F)cc1)NC(=O)c1ccco1 (stereo unspecified) | 6 | 3 | 0.9 | 1 | 99 | -1 | 1 | -0.3 | 13 | 0.0
COc1ccc(NC(=O)Nc2cc(C(C)(C)C)on2)cc1OC | 0 | -1 | -0.3 | 6 | 95 | -1 | -2 | -0.8 | 2 | 0.2
Cn1c(CN2CCCC2)nc2cc(NC(=O)c3ccc(Cl)cc3)ccc21 | -1 | 1 | -0.5 | -2 | 96 | 0 | -3 | 1.5 | 49* | -0.1
COc1cccc(OC)c1C(=O)Nc1nnc(-c2ccc(F)cc2)s1 | -3 | 10 | 0.5 | -1 | 96 | -12 | 0 | -0.8 | -2 | 0.1
COc1ccccc1OCC(=O)Nc1ccc(-c2nnc(-c3ccco3)o2)cc1 | -1 | 0 | 1.7 | -1 | 97 | 0 | 3 | -1.3 | 0 | 0.2
CCCn1c(SCC(=O)N2CCN(c3ccc(OC)cc3)CC2)nc2c1c(=O)n(C)c(=O)n2C | 5 | 9 | -1.9 | 5 | 105 | -1 | 2 | -1.1 | 2 | 0.2
CCC(C(=O)Nc1cc(Cl)ccc1OC)c1ccccc1 (stereo unspecified) | -4 | 0 | 2.6 | 6 | 105 | -3 | 0 | 2.5 | 5 | 0.1
Cc1nc2ccccn2c1-c1ccnc(SCc2ccc(Cl)cc2)n1 | 3 | -7 | -0.3 | 6 | 101 | 4 | -6 | 0.1 | -1 | 0.8
O=S1(=O)CC/C(=N/Nc2ccc(C(F)(F)F)cn2)c2cc(F)ccc21 | 3 | 14 | -0.3 | 0 | 89 | -1 | 4 | 3.9 | -5 | -0.2
Cc1ccc(N(C)C(=O)c2cc(S(=O)(=O)N3CCCC3)cn2C)cc1 | -5 | -2 | -3.2 | 5 | 106 | 1 | -3 | -0.4 | -5 | -0.1
COc1ccccc1C1(CC(=O)N2CCOCC2)CCOC(C(C)C)C1 (stereo unspecified) | 3 | 7 | 2.3 | 13 | 105 | 2 | 2 | 0.0 | -6 | 0.0
COc1ccccc1CN1CCNC(=O)C1CC(=O)N(C)CC1CCOCC1 (stereo unspecified) | -5 | 7 | -0.4 | 1 | 104 | -2 | 0 | -2.0 | 1 | -0.1
CC1CCCCC1n1c(-c2cccnc2)n[nH]c1=S (stereo unspecified) | 14 | -7 | -0.7 | -5 | 97 | 0 | -2 | -0.5 | 7 | 0.0
O=C(CSc1c[nH]c2ccccc12)NCc1ccc2c(c1)OCO2 | -3 | -11 | 0.6 | 12 | 98 | -17 | 0 | 2.1 | -2 | -0.2
COc1ccc(Br)cc1CNc1ccc(S(N)(=O)=O)cc1 | 2 | -8 | 1.8 | -2 | 94 | -3 | 1 | -0.7 | -1 | 0.0
O=C(COC(=O)C1CC(=O)N(c2ccccc2)C1)c1ccccc1 (stereo unspecified) | -7 | 4 | 0.2 | 1 | 96 | -2 | -6 | -0.1 | 0 | 0.0
CCOc1ccccc1C1C(C(N)=O)=C(C)Nc2nc(-c3ccc(OC)cc3)nn21 (stereo unspecified) | 2 | 4 | 2.3 | 7 | 94 | 0 | 2 | -1.9 | 2 | 0.0
O=C(c1ccco1)N1CCN(C2CN(C3CCCCC3)S(=O)(=O)C2)CC1 (stereo unspecified) | -2 | 8 | -0.6 | x | 102 | -3 | 0 | x | 3 | 0.3
COc1cc(/C=C2/C(=O)NN(c3ccc(F)cc3)C2=O)cc(Cl)c1O | 11 | -4 | -0.6 | 5 | 93 | -5 | 0 | -2.1 | 0 | -0.1
Cn1nnnc1SCCOc1ccc(C#N)cc1 | 1 | -1 | 3.3 | 8 | 92 | -2 | 3 | -0.7 | 2 | -0.1
Cc1cc(C)n(CCCNC(=O)c2cc(COc3ccc(C)c(C)c3)on2)n1 | -1 | -3 | 0.1 | 3 | 91 | -2 | -1 | -2.4 | -2 | -0.3
CCOC(=O)[C@H]1[C@H]2COc3cc(OC)ccc3[C@@H]2N2C(=O)CN(Cc3ccco3)C(=O)[C@@]12C | 4 | 8 | -2.7 | 1 | 102 | -16 | 0 | 0.9 | 8 | 0.1
COc1ccc(-n2c(-c3cnccn3)n[nH]c2=S)cc1 | 5 | 0 | 2.2 | 4 | 95 | 0 | 1 | -1.7 | -4 | 0.0
Nc1nc(SCc2ccccc2)c2[nH]cnc2n1 | -7 | -4 | 0.2 | -3 | 92 | -7 | 1 | -0.6 | 7 | 0.0

As a short view, some entries already given.
SMILES | HTR2A ag | Cardio protect | iPSC survival up | MC4R antag cAMP | ABCB6 inh 2 | Granule exo inh | Glyco luc inh | MC4R ag barr | ABHD5 PLIN5 PPI | aDG glyco up
Cn1c(CN2CCCC2)nc2cc(NC(=O)c3ccc(Cl)cc3)ccc21 | -1 | 1 | -0.5 | -2 | 96 | 0 | -3 | 1.5 | 49* | -0.1
COc1cccc(OC)c1C(=O)Nc1nnc(-c2ccc(F)cc2)s1 | -3 | 10 | 0.5 | -1 | 96 | -12 | 0 | -0.8 | -2 | 0.1
COc1ccccc1OCC(=O)Nc1ccc(-c2nnc(-c3ccco3)o2)cc1 | -1 | 0 | 1.7 | -1 | 97 | 0 | 3 | -1.3 | 0 | 0.2

Going on with the list.
SMILES | HTR2A ag | Cardio protect | iPSC survival up | MC4R antag cAMP | ABCB6 inh 2 | Granule exo inh | Glyco luc inh | MC4R ag barr | ABHD5 PLIN5 PPI | aDG glyco up
CC1(C)CCc2nc(SCc3ccccc3)c(C#N)cc2C1 | -5 | -13 | -0.6 | 7 | 103 | -2 | -2 | -0.7 | -2 | 0.1
Cc1ccccc1Nc1nc(Cl)c(C=O)s1 | 6 | -5 | 0.1 | -5 | 103 | -1 | 0 | -1.0 | -2 | 0.2
Cc1ccc(C(=O)OCCc2sc[n+](Cc3ccccc3)c2C)cc1 | 0 | 9 | 2.1 | -9 | 100 | -1 | 3 | -0.1 | 2 | -0.2
COc1ccc(NC(=O)CCCn2c(=O)[nH]c3ccccc3c2=O)cc1 | 1 | 0 | -0.7 | -2 | 97 | 0 | -2 | 0.3 | 3 | 0.1
CCCCCCN1C[C@H](O)[C@@H](n2cc(COC(=O)c3ccccc3)nn2)C[C@@H]1c1ccc(C)cc1 | -4 | -21 | 1.5 | 4 | 92 | 1 | 0 | 5.3 | -11 | 0.1
CCNC(=O)C1CCCN(C(=O)Cc2cccs2)CC1 (stereo unspecified) | 12 | -5 | -3.6 | 2 | 83 | 6 | 3 | 2.3 | 0 | 0.4
CC1CC1c1ccc(/C=C(\C#N)C(=O)Nc2ccc(Cl)cc2)o1 (stereo unspecified) | -3 | -13 | 6.1 | 1 | 90 | -5 | -10 | 2.1 | -11 | 0.1
CCC(CC)C(=O)Nc1cccc(C(=O)Nc2ccc(OC)cc2[N+](=O)[O-])c1 | -2 | -2 | 0.6 | 4 | 96 | -1 | 1 | 1.8 | -7 | -0.1
COc1ccc(Cl)cc1N(CC(=O)N(C)C)S(=O)(=O)c1ccc(C)c([N+](=O)[O-])c1 | -1 | 5 | -0.5 | 11 | 95 | 5 | -1 | -4.0 | 0 | 0.0
COc1ccc(NC(C)=O)cc1S(=O)(=O)N1CCc2ccccc21 | -1 | 23 | 0.1 | 6 | 97 | 0 | 6 | -0.9 | -3 | 0.0
O=C(c1ccco1)N1CCN(S(=O)(=O)c2ccccc2[N+](=O)[O-])CC1 | 0 | 0 | 4.5 | 6 | 97 | 2 | 0 | -1.9 | 4 | -0.2
Cc1ccccc1-c1cc2nc(NCCN3CCCC3)n(C)c(=O)c2s1 | 3 | 12 | -1.9 | 1 | 88 | 6 | -2 | -0.2 | 7 | -0.1
NS(=O)(=O)c1cc(C2(O)NC(=O)c3ccccc32)ccc1Cl (stereo unspecified) | 2 | 4 | -0.2 | 4 | 104 | 2 | 2 | 0.9 | 7 | -0.3
O=C(/C=C/c1ccc(Cl)cc1)Nc1nccs1 | -4 | -23 | -3.5 | -5 | 88 | 0 | -12 | 6.2 | -5 | 1.1
CNc1nc(NCCCN2CCCC2=O)c2sccc2n1 | -1 | 4 | -0.8 | -5 | 101 | -3 | 0 | 2.1 | 1 | 0.3
CCCn1c(=O)c(C(=O)Nc2c(C)n(C)n(-c3ccccc3)c2=O)c(O)c2ccccc21 | 1 | -3 | -1.7 | 10 | 98 | -2 | 0 | -0.6 | -2 | 0.1
CC(=O)Nc1ccccc1OCc1nnc(-c2cccs2)o1 | -3 | -3 | 1.0 | 4 | 87 | 4 | 0 | -1.5 | -3 | -0.2
O=C(O)c1ccc(Cl)c(S(=O)(=O)NC(Cc2c[nH]c3ccccc23)C(=O)O)c1 (stereo unspecified) | 1 | 10 | 0.3 | 9 | 96 | -1 | 3 | -1.5 | 3 | 0.1
CCOC(=O)C(=O)Nc1ccccc1C(=O)OCC | 3 | -6 | -2.0 | 8 | 94 | -1 | 1 | 3.0 | 3 | -0.2
Nc1ncc2c(n1)-c1ccoc1CC2 | 4 | 0 | -0.3 | 12 | 94 | -5 | 1 | 0.1 | -3 | 0.1
O=C(c1ccc(N2CCCC2=O)cc1)N1CCN(c2ccccc2O)CC1 | 6 | 16 | -1.4 | -6 | 102 | -3 | -2 | -0.8 | -1 | -0.1
Cc1cccc(OCc2nnc(SCC(=O)N3c4ccccc4Sc4ccc(Cl)cc43)o2)c1 | -2 | -6 | 1.1 | 10 | 85 | 3 | -3 | -2.5 | -5 | 0.3
CSCCC(NC(=O)COc1ccccc1)C(=O)OCc1ccc([N+](=O)[O-])cc1 (stereo unspecified) | -5 | 3 | -0.5 | 6 | 98 | 4 | 0 | -1.5 | 2 | -0.1
Cc1cc(-c2nnc(CCC(=O)N(C)Cc3cccc4ccccc34)o2)no1 | 2 | 0 | -0.5 | 12 | 102 | -8 | 1 | 1.1 | -7 | -0.3
C[C@H]1CN([C@@H](C)CO)C(=O)Cc2cc(NC(=O)CCC(F)(F)F)ccc2O[C@H]1CN(C)S(=O)(=O)c1ccc(F)cc1 | 0 | -2 | 1.8 | -13 | 101 | 0 | 40* | -0.9 | 2 | 0.0
C(=N\NC1=Nc2cccc3cccc1c23)/c1ccccn1 | -1 | 1 | -1.7 | -6 | 139 | 1 | -8 | -2.0 | 5 | -0.5

This is a random part of the collection, and some 4.5% of all compounds hit somewhere here.
